# Screening results from PubChem.
# dFosB act – activators of delta FosB homodimer, primary screen, biochemical, fluorescence polarization, TAMRA-CDK5 oligo, single point; Protein FosB (Mus musculus), P13346; purified delta FosB; percent of positive-control signal above neutral wells; activation, % at 25 µM; hit rate 0.99% among 340,000; AID 493131, 2011;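 active = mean activation above about 17%, with every replicate also reaching it, limit read from the data, passing the limit was not always enough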;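 also: fluorescence polarization rise as delta FosB binds a TAMRA Cdk5 AP-1 oligo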
# Target sequence (P13346 whole entry, looked up): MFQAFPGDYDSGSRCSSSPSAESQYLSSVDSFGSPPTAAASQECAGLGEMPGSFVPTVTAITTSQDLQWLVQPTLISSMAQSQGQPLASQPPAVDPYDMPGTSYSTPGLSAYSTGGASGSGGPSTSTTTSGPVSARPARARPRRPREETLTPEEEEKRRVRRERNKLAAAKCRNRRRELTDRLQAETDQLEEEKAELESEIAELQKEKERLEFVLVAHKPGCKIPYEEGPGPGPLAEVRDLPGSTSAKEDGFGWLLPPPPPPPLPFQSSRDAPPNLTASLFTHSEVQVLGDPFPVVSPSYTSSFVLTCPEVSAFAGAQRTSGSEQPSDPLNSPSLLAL
# NSD2 inh – NSD2 histone methyltransferase inhibitors, primary screen, biochemical, AlphaScreen, single concentration, set 2. AID 743445, 2014. Histone-lysine N-methyltransferase NSD2 (Homo sapiens), O96028. inhibition, % at 12.5 µM. NSD2 peptide methylation, 120 min. hit rate 0.54% among 310,000; in the data active = inhibition above about 50%
# PvdQ acylase – P. aeruginosa PvdQ acylase inhibitors, primary screen, biochemical, fluorescence, plate reader and imaging, single point | PvdQ acylase [Pseudomonas aeruginosa LESB58] | purified PvdQ acylase | inhibition, % at 10 µM | hit rate 0.063% among 340,000 | AID 488965, 2010; in the data active = inhibition above about 30%, passing the limit was not always enough;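 also: 0% = vehicle neutral wells and 100% = reference inhibitor wells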
# C-LANA FP – inhibitors of KSHV C-LANA binding to DNA, primary screen, biochemical, fluorescence polarization, FAM-LBS DNA, MBP-C-LANA, single point; Kaposi's sarcoma herpesvirus LANA C-terminal domain (residues 932-1162) DNA binding; hit rate 0.078% among 340,000; inhibition, % at 9 µM;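 active = highest replicate inhibition at or above 60% at 9 µM, even if other replicates fall short; inactive = all replicates below 60% inhibition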;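 also: 0% = neutral control wells and 100% = 4 µM acridine orange control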
# CDK5 inh – inhibitors of human CDK5/p35 kinase, primary screen, biochemical, single concentration; Cyclin-dependent kinase 5 (Homo sapiens) + Cyclin-dependent kinase 5 activator 1 (Homo …; Recombinant CDK5/p35, ADP-Glo luminescence, 60 min; inhibition, % at 10 µM; hit rate 0.01% among 330,000;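 active = highest replicate inhibition of at least 50% and at least 75% of replicates reaching 50%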;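 also: plate controls were DMSO neutral control for no effect and GW8510 at 10 µM for full effect; many of its hits are not listed in these tables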
# cardiac RTF act – cardiac RTF calcium sensitivity activators, primary screen, biochemical, IANBD-TnC fluorescence, EC20 calcium; hit rate 0.24% among 340,000; activation, % at 7.2 µM; Troponin I, cardiac muscle (Homo sapiens) + Troponin T, cardiac muscle (Homo sapiens) + …; IANBD-labeled TnC RTF fluorescence at EC20 calcium; 0% EC20 calcium, 100% full calcium;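 active = activation above the mean over all tested compounds plus 3 SD, cut at about 30% in these data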;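 also: rise in fluorescence read as greater calcium sensitivity of cardiac thin filaments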
# Keap1-Nrf2 PPI – Keap1-Nrf2 protein-protein interaction inhibitors, primary screen, biochemical, fluorescence polarization, single point. Keap1 Kelch-Nrf2 peptide fluorescence polarization, 1536-well. inhibition, % at 9.4 µM. hit rate 0.15% among 340,000. AID 504523, 2011; in the data active = inhibition above about 12%;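 also: human Keap1 Kelch domain with fluorescein labeled Nrf2 9mer peptide probe; 0% = neutral control wells and 100% = peptide positive control; higher means more block of Keap1 binding to Nrf2 peptide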
# PfHsp90 set2 – growth inhibition of PfHsp90-expressing yeast, primary screen, antimalarial PfHsp90 inhibitor project, S. cerevisiae, BacTiter-Glo luminescence, single point, set 2; BacTiter-Glo ATP, 48 h; yeast lacking PDR1 and PDR3 efflux regulators; inhibition, % at 9.4 µM; hit rate 0.32% among 310,000; AID 504621, 2011;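 active = every replicate shows inhibition above about 80%, whatever the replicate mean, limit read from the data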;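 also: 0% = DMSO neutral controls and 100% = 20 µM radicicol positive controls; yeast relying on Plasmodium falciparum Hsp90 in place of its own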
# SUMO Mot1 rescue – yeast Mot1-301 growth rescue at high temperature, primary screen, SUMOylation pathway inhibitor project, S. cerevisiae, ATP luminescence, 38.5C; S. cerevisiae Mot1-301 growth rescue; percent above DMSO median, 100 means doubled; hit rate 1% among 320,000; growth rescue, % at 18.8 µM; AID 2716, 2010;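 active = every valid replicate shows activation above 250% relative to neutral control wells; inactive = the rest, any valid replicate at or below 250%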;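 also: OY570 slx delta 5 strain wells were the positive control but not used for scaling; some compounds called inactive have numbers as strong as hits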
# Rtt109 Vps75 – inhibitors of C. albicans Rtt109/Vps75 HAT, primary screen, biochemical, ThioGlo CoA-SH fluorescence, plate reader. hit rate 0.16% among 330,000. Histone acetyltransferase RTT109 (Candida albicans (strain SC5314 / ATCC MYA-2876)), …. purified Rtt109/Vps75, 4 h. inhibition, % at 34.9 µM. AID 540336, 2011;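 active = inhibition of at least 50% in every replicate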
# Target sequence (Q5AAJ8 whole entry, looked up): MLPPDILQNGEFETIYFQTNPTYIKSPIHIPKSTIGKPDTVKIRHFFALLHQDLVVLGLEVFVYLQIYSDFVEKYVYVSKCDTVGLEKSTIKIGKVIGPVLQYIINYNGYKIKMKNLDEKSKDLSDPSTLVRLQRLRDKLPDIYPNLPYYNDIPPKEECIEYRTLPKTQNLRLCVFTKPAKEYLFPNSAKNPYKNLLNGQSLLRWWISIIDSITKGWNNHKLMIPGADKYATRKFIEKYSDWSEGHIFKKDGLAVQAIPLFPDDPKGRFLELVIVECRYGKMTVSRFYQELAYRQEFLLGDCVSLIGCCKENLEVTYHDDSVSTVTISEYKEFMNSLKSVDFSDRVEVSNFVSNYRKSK
# RTF Ca sens inh – cardiac RTF calcium sensitivity inhibitors, primary screen, biochemical, IANBD-TnC fluorescence, EC70 calcium; Troponin I, cardiac muscle (Homo sapiens) + Troponin T, cardiac muscle (Homo sapiens) + …; hit rate 0.12% among 340,000; IANBD-labeled cardiac RTF, Ca2+ fluorescence; inhibition, % at 7.15 µM; AID 493244, 2011;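 active = inhibition above the mean inhibition of all tested compounds plus 3 SD, cut at about 17% in these data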;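 also: assay run at fixed EC70 calcium of 1.6 mM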
# Active calls of the source: *; · = no result given.
SMILES,dFosB act,NSD2 inh,PvdQ acylase,C-LANA FP,CDK5 inh,cardiac RTF act,Keap1-Nrf2 PPI,PfHsp90 set2,SUMO Mot1 rescue,Rtt109 Vps75,RTF Ca sens inh
CC(C)(C)c1csc(NC(=O)CCc2ccccc2)n1,4,-2,-8,-1.1,-1.4,-5,3,-12,12,0,-8
CN1CCN(C(=O)c2ccc3c(c2)NC(=O)C(C)(C)O3)CC1,4,2,-2,0.3,-1.0,-4,1,4,-4,-3,-5
C=CCn1ccc(O)c(Cc2ccc(Cl)cc2)c1=O,3,0,1,-1.4,-1.5,-1,-6,12,-9,-8,-6
Cn1c(=S)n(CCC(=O)O)c2ccccc21,-3,-6,7,-0.2,0.2,-3,3,-2,5,4,-4
Cc1cnc(NC(=O)CCN2C(=O)C3CCCCC3C2=O)s1 (configuration not stated),-1,-1,-11,-2.0,-1.9,-6,4,14,257,-6,4
O=C(Cn1cnc2c(cnn2-c2ccc(Cl)cc2)c1=O)NCC1CCCO1 (configuration not stated),-5,-1,-13,-1.9,-0.5,-1,-4,5,-1,8,8
Cc1cc(C)c([N+](=O)[O-])cc1-c1ccc(/C=N/c2c(-c3ccco3)nc3ccccn23)o1,-9,0,-3,0.8,1.3,4,1,4,-1,6,1
CC[C@]12c3[nH]c4cc(-c5ccco5)ccc4c3CCN1C(=O)[C@@H](CC(=O)NCc1ccc(OC)c(OC)c1)C[C@@H]2C(=O)N1CCN(C(=O)C2CC2)CC1,-19,·,-18,1.5,-1.9,-1,-4,-13,·,6,-4
O=C(NCCc1cccc(Cl)c1)c1cccs1,-7,-8,-11,3.9,1.6,-4,-3,-16,-10,1,-4
Cc1ccc2c(c1)c1nc3ccccc3nc1n2CCN1CCOCC1,-46,-26,11,0.2,1.2,-3,-2,7,-6,7,-1
CCc1ccc(-n2c(=O)c3ccccc3n3c(=S)[nH]nc23)cc1,3,-1,9,0.4,0.5,8,-2,-17,2,-6,0
CC(Oc1ccc(C(=O)NCCc2ccccc2)cc1)C(=O)O (configuration not stated),4,6,-7,1.3,0.5,-2,4,-20,0,-3,1
O=C(O)CCc1ccc(NCc2cccc(Oc3ccccc3)c2)cc1,4,·,13,2.9,-0.5,3,3,-16,141,13,3
Cc1ccc(O)c(C(=O)c2cnn(-c3ccccc3)c2)c1,-10,1,-16,-0.5,1.7,-1,3,-15,8,0,-4
CNC(=O)c1[nH]cnc1C(=O)Nc1ccc(C)cc1,7,·,2,-0.4,0.3,-3,-1,-3,-14,4,1
CCOc1ccc(-n2c(C)nc(O)c2N=Nc2ccccc2)cc1,-3,-1,11,1.6,-0.5,8,-4,-18,35,6,-4
CSc1nc(C)c2c(c1C#N)CCCC2,-2,-3,4,-0.6,-0.1,-14,1,-16,10,-3,0
CCCCn1nc2cc(C(=O)NCC34CC5CC(CC(C5)C3)C4)ccc2c1OCC,-2,·,15,-1.5,0.2,0,-2,2,18,3,-10
COc1ccc(-c2cccc(C(=O)Nc3ccccc3C)c2)cc1,-1,-3,-3,0.0,-0.8,10,-8,19,1,-7,2
COC(=O)C1=C(NC(=O)C(C)(C)C)CCS1,0,-1,-5,0.9,-0.5,1,0,-12,15,3,1
CCCN1C2CCCC1CC(NC(=O)Nc1ccc(C(C)C)cc1)C2 (configuration not stated),-9,10,2,3.3,-1.4,-5,-3,-3,-24,6,1
CC(C)n1c(SCC(N)=O)nc2c1c(=O)n(C)c(=O)n2C,-1,-4,2,0.0,2.1,7,1,12,2,13,0
CCC(Sc1nnc(C)c(=O)[nH]1)C(=O)Nc1cccc2ccccc12 (configuration not stated),-1,8,-4,-1.6,-0.5,0,-3,-8,2,3,-12
CC1CCN(CC(=O)Nc2ccccc2C(=O)NC2CC2)CC1,4,-7,-12,-1.7,-0.1,1,2,-2,5,7,-8
N#CC1=C(N)Oc2ccc3ccc(O)cc3c2C1c1ccsc1 (configuration not stated),-216,-9,-2,87*,7.1,99*,17*,10,·,4,-106

# Going on with the list:
SMILES,dFosB act,NSD2 inh,PvdQ acylase,C-LANA FP,CDK5 inh,cardiac RTF act,Keap1-Nrf2 PPI,PfHsp90 set2,SUMO Mot1 rescue,Rtt109 Vps75,RTF Ca sens inh
Cc1nn(Cc2c(F)c(F)c(F)c(F)c2F)c(C)c1NC(=O)c1nn(C)cc1Br,-11,-1,-15,0.1,-4.7,4,-2,-52,8,-11,-2
Cc1nc(N)[nH]c(=O)c1CCCNc1ccc(CCCCC2(CCl)OCCO2)cc1,2,1,-11,0.1,-0.4,3,-1,-24,·,6,-7
COc1ccc(C(=O)N[C@H](C(=O)Nc2nc3ccccc3[nH]2)C(C)C)cc1,1,0,-5,0.0,-0.5,4,-3,6,5,-2,0
CC(C)=CC(=O)OCC(=O)Nc1ccccc1Cl,-1,6,-10,-2.5,1.1,16,-5,21,1,-5,10
O=C(Nc1ccc(C2=NCCN2)cc1)c1ccc(C(=O)Nc2ccc(C3=NCCN3)cc2)c(Cl)c1,-62,6,-4,-2.8,-0.8,1,-11,-79,-22,0,-5
COc1cccc(C2CC(c3cccc(Br)c3)n3ncnc3N2)c1 (configuration not stated),-12,·,-9,0.5,-0.4,8,1,·,4,-26,-2
COc1ccc(NC(=O)CSc2nc(C3CC3)nc3ccccc23)c(OC)c1,12,9,-6,1.5,0.2,-6,-4,-29,2,-6,6
O=C(O)CNS(=O)(=O)c1ccc(F)cc1,1,3,-12,2.6,-1.6,7,-5,-18,-20,-7,-12
CC(C)(C)NC(=O)C(c1c[nH]c2ccccc12)N(C(=O)Cn1nnc(-c2ccc(F)cc2)n1)c1cccc(O)c1 (configuration not stated),-24,0,-6,-1.4,0.2,2,-1,-8,-18,-2,-12
COc1ccc(/C=N/Nc2nc(-c3ccc(C)cc3)c(NC(C)=O)s2)cc1,-12,1,-9,0.4,-3.5,5,-2,-3,6,2,-5
Nc1nc2cc(Cl)c(Br)cc2o1,-8,-2,-8,1.7,1.1,2,1,2,·,1,-5
Cc1ccc(C(=O)C(OC(=O)CNS(=O)(=O)c2ccccc2)c2ccccc2)cc1 (configuration not stated),-4,1,-14,0.2,1.9,1,-3,12,8,-24,0
O=C(CSc1nc2ccc(Cl)cc2o1)NCc1ccc2c(c1)OCO2,6,0,5,2.8,-0.8,1,-2,-31,9,1,4
CCn1c(SCC(=O)Nc2ccc3c(c2)c2ccccc2n3CC)nnc1-c1ccco1,-7,-2,-3,3.3,14,-5,1,-19,-10,66*,8
O=C(CSC1CC(=O)N(CCc2ccccc2)C1=O)Nc1ccc(Cl)cc1 (configuration not stated),0,0,-2,-1.4,-1.0,8,0,-2,-19,-6,-15
Cc1cccc(NC(=O)CSc2nc3ccccc3nc2N2CC(C)OC(C)C2)c1 (configuration not stated),-6,·,-3,1.6,0.0,-2,2,-6,6,-7,-3
COc1ccc(N2CCN(C(=O)c3cccc(N4C(=O)C5CC=CC(C)C5C4=O)c3)CC2)cc1 (configuration not stated),-13,·,-14,1.3,0.0,2,-7,-38,13,7,1
COc1ccc(OCC(=O)Nc2cccc3ncccc23)cc1,-3,0,-17,0.0,-1.5,1,-2,0,-2,0,-4
O=[N+]1C2=C(CCCC2)N([O-])C12CCCC2,-4,-3,-16,0.4,2.2,-7,-1,8,40,·,-3
C/C=C/c1ccc(OCCCCn2cncn2)c(OC)c1,6,-3,-1,0.1,0.4,-1,-2,19,-4,4,-7
CC1=C(C)CC2(SC1)C(=O)N(c1ccccc1)N=C2N (configuration not stated),-1,-2,-14,0.3,-1.1,-1,-4,11,-13,0,-4
Cc1cc(C)c2nc(N3CCC(C(=O)NCCCN4CCCCC4)CC3)sc2c1,6,·,-19,-0.5,1.1,4,-1,·,9,10,-3
Cc1cccc(C)c1NC(=O)C(c1ccc([N+](=O)[O-])cc1)N(C)C(=O)c1ccccn1 (configuration not stated),-2,18,-3,0.3,-0.1,4,1,8,-7,7,-7

# Eleven consecutive records from above:
SMILES,dFosB act,NSD2 inh,PvdQ acylase,C-LANA FP,CDK5 inh,cardiac RTF act,Keap1-Nrf2 PPI,PfHsp90 set2,SUMO Mot1 rescue,Rtt109 Vps75,RTF Ca sens inh
O=C(CSc1nc2ccc(Cl)cc2o1)NCc1ccc2c(c1)OCO2,6,0,5,2.8,-0.8,1,-2,-31,9,1,4
CCn1c(SCC(=O)Nc2ccc3c(c2)c2ccccc2n3CC)nnc1-c1ccco1,-7,-2,-3,3.3,14,-5,1,-19,-10,66*,8
O=C(CSC1CC(=O)N(CCc2ccccc2)C1=O)Nc1ccc(Cl)cc1 (configuration not stated),0,0,-2,-1.4,-1.0,8,0,-2,-19,-6,-15
Cc1cccc(NC(=O)CSc2nc3ccccc3nc2N2CC(C)OC(C)C2)c1 (configuration not stated),-6,·,-3,1.6,0.0,-2,2,-6,6,-7,-3
COc1ccc(N2CCN(C(=O)c3cccc(N4C(=O)C5CC=CC(C)C5C4=O)c3)CC2)cc1 (configuration not stated),-13,·,-14,1.3,0.0,2,-7,-38,13,7,1
COc1ccc(OCC(=O)Nc2cccc3ncccc23)cc1,-3,0,-17,0.0,-1.5,1,-2,0,-2,0,-4
O=[N+]1C2=C(CCCC2)N([O-])C12CCCC2,-4,-3,-16,0.4,2.2,-7,-1,8,40,·,-3
C/C=C/c1ccc(OCCCCn2cncn2)c(OC)c1,6,-3,-1,0.1,0.4,-1,-2,19,-4,4,-7
CC1=C(C)CC2(SC1)C(=O)N(c1ccccc1)N=C2N (configuration not stated),-1,-2,-14,0.3,-1.1,-1,-4,11,-13,0,-4
Cc1cc(C)c2nc(N3CCC(C(=O)NCCCN4CCCCC4)CC3)sc2c1,6,·,-19,-0.5,1.1,4,-1,·,9,10,-3
Cc1cccc(C)c1NC(=O)C(c1ccc([N+](=O)[O-])cc1)N(C)C(=O)c1ccccn1 (configuration not stated),-2,18,-3,0.3,-0.1,4,1,8,-7,7,-7
